UHRF1 MBD2 ctr – UHRF1 methyl-DNA binding inhibition. Q96T88. UHRF1 binding to methylated oligo, TR-FRET. inhibition, % at 4.4 µM. 0.75% of 370,000 active. AID 687016; in the data active = inhibition above about 21%;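 also: UHRF1 SRA domain binding a hemimethylated CpG hairpin DNA probe; 0% = median of test compound wells and 100% = reference inhibitor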
ARFGAP1 inh – inhibits rat ARF GTPase activating protein 1 | inhibition, % at 16.5 µM | Arfgap1-stimulated ARF1 GTP hydrolysis, GDP FP detection | 0.26% of 360,000 active | Q62848 | AID 651572;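 active = inhibition above a per-plate limit, mean inhibition of low control wells plus 3 SD, cut at about 25% in these data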;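 also: 0% = DMSO wells with enzyme and 100% = wells lacking Arfgap1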
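Replicates: Single well per compound | Assay system: Truncated rat Arfgap1 GAP domain | Control set: No-Arfgap1 wells (100%) versus DMSO full-reaction wells (0%) | Times: Enzyme reaction 120 min at 25 °C after 20 min preincubation | Reagent: Human ARF1(Δ1-17)-GTP substrate | Measured by: Tracer-displacement fluorescence polarization with EDTA stop, 620/688 nm | Measure: Percent inhibition of Arfgap1-stimulated GTP hydrolysis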
PLCg1 inh – inhibitors of human phospholipase C gamma1; P19174; purified PLC-gamma1, fluorogenic substrate, fluorescence; inhibition, % at 12.2 µM; 0.84% of 370,000 active; AID 720700; in the data active = inhibition above about 9.5%
PLC-beta3 inh – PLC-beta3 (human) inhibition, primary screen | Q01970 | 0.18% of 370,000 active | inhibition, % at 12.2 µM | Purified PLC-beta3, fluorogenic substrate, fluorescence; in the data active = inhibition above about 11%;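 also: 0% = median of compound wells on plate and 100% = full blocker control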
Target sequence (Q01970 whole entry, looked up): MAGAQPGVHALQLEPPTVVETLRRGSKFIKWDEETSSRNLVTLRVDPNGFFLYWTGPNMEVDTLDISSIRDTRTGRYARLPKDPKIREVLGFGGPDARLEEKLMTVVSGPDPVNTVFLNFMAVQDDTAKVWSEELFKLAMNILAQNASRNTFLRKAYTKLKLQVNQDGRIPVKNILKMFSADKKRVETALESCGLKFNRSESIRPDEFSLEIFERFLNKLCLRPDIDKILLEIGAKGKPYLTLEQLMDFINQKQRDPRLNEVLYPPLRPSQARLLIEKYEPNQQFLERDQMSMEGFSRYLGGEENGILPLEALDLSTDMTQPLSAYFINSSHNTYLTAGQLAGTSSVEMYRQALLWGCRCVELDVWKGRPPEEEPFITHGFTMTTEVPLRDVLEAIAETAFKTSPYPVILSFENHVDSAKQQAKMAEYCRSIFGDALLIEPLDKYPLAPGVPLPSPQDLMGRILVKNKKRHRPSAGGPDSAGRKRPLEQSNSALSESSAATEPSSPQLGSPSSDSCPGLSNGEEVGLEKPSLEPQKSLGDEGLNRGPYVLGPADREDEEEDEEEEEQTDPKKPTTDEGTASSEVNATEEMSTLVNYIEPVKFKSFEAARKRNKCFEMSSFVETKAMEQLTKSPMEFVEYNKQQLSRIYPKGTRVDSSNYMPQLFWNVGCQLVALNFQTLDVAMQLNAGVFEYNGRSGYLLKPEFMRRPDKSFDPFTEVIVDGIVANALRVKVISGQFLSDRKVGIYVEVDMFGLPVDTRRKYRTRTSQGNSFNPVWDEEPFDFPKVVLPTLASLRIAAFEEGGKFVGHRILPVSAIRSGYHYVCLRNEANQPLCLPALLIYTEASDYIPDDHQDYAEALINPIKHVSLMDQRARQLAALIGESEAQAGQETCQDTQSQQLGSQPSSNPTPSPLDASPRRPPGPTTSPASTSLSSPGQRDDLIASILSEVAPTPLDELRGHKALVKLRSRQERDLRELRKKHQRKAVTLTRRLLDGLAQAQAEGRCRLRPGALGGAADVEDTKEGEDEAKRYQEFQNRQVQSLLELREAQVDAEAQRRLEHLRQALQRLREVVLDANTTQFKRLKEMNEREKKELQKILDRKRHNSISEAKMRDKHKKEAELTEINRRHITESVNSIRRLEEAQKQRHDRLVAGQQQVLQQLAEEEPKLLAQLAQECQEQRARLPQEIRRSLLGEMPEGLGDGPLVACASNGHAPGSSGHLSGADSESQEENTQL
proKLK7 act – proKLK7 (human) activation, primary screen; P49862; activation, % at 7 µM; 0.9% of 370,000 active; purified proKLK7, EDANS-DABCYL substrate fluorescence; 100% is mature enzyme control, 0% vehicle; AID 652039;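 active = activation above the mean of all tested compounds plus 3 SD, computed per campaign excluding outliers beyond control limits, cut at about 13% in these data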
ADAM17 inh – inhibits human ADAM17; 0.83% of 370,000 active; inhibition, % at 6.95 µM; AID 720648; recombinant ADAM17, EDANS/DABCYL FRET peptide cleavage; P78536;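 active = inhibition above the mean of compounds lying between control limits plus 3 SD, set per campaign, cut at about 8.5% in these data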;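 also: 0% = DMSO-only wells as the low control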
Tn6 DDE FP – inhibitors of Tn6 peptide binding to human fibrin DD(E). P02675. Fibrin DD(E) TRITC-Tn6 fluorescence polarization displacement. inhibition, % at 8.3 µM. 0.21% of 370,000 active;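 active = inhibition above a per-campaign cutoff: mean of compounds within control limits plus 3 SD, cut at about 15% in these data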;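 also: 0% = median of all compound wells on the plate and 100% = blocking peptide control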
ASAP1 inh – blocks human ASAP1-stimulated Arf1 GTP hydrolysis | Q9ULH1 | GDP FP detection | inhibition, % at 16.5 µM | 0.19% of 360,000 active; in the data active = inhibition above about 25%;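 also: 0% = vehicle with enzyme and substrate and 100% = no enzyme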
MBD2 inh – inhibitors of human MBD2 binding to methylated oligonucleotide. Q9UBB5. AID 686964. TR-FRET. inhibition, % at 4.4 µM. 0.31% of 370,000 active; in the data active = inhibition above about 13%
DDE Tn7 FP inh – disrupts Tn7 cyclic peptide binding to fibrin D-Dimer-E complex | P02675 | FP displacement of FITC-Tn7 peptide from fibrin DD(E); 0% = median of compound wells per plate | inhibition, % at 8.3 µM | 0.13% of 370,000 active | AID 720508;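 active = inhibition above the mean of compounds falling within the control limits plus 3 SD of them, cut at about 14% in these data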;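 also: 0% = plate median of compound wells and 100% = 10 µM Aha-Tn7 peptide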
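Assay system: Human clot-derived fibrin DD(E) complex | Buffer or medium: Tris/NaCl/CaCl2 buffer, pH 7.8 | Repeats: One replicate per compound | Benchmarks: Aha-Tn7 high control | Measure: % inhibition scaled between sample-field median and high-control FP | Schedule: 10 min plus 3 h, room temperature | Signal: Fluorescence polarization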
The depositor's hits bear a star; & = joins results of further samples.

Results for COc1ccc(C(=O)/C=C/C(=O)N(CC(=O)NCCC(C)C)Cc2cccs2)c(O)c1 ?
UHRF1 MBD2 ctr: -3; ARFGAP1 inh: -10; PLCg1 inh: -1; PLC-beta3 inh: -3; proKLK7 act: 0.1; ADAM17 inh: -3; Tn6 DDE FP: -13; ASAP1 inh: 6; MBD2 inh: -2; DDE Tn7 FP inh: 0

What do the screens show for `Cc1cc(OC(=O)c2ccccc2[N+](=O)[O-])c([N+](=O)[O-])c(=O)[nH]1`?
UHRF1 MBD2 ctr: -1; ARFGAP1 inh: 3; PLCg1 inh: 4; PLC-beta3 inh: 5; proKLK7 act: -0.1; ADAM17 inh: -2; Tn6 DDE FP: 0; ASAP1 inh: 17; MBD2 inh: -5; DDE Tn7 FP inh: -4

What do the screens show for `Cc1ccc(S(=O)(=O)N2CCN(C(=O)COC(=O)C3(C)CC3(Cl)Cl)CC2)c(C)c1` (stereo unspecified)?
UHRF1 MBD2 ctr: 0; ARFGAP1 inh: -3; PLCg1 inh: 2; PLC-beta3 inh: -3; proKLK7 act: 0.4; ADAM17 inh: -3; Tn6 DDE FP: 12; ASAP1 inh: 12; MBD2 inh: -3; DDE Tn7 FP inh: 2

Results for Clc1ccc(-c2csc(N/N=C/c3cccnc3)n2)c(Cl)c1 ?
UHRF1 MBD2 ctr: -3; ARFGAP1 inh: 4; PLCg1 inh: -37; PLC-beta3 inh: -42; proKLK7 act: -6.7; ADAM17 inh: -3; Tn6 DDE FP: 0; ASAP1 inh: 3; MBD2 inh: -1; DDE Tn7 FP inh: -4

Results for COC(=O)Cn1cnc2sc(C)c(S(=O)(=O)N3CCN(c4ccccc4OC)CC3)c2c1=O ?
UHRF1 MBD2 ctr: 6; ARFGAP1 inh: -1; PLCg1 inh: 10*; PLC-beta3 inh: 10; proKLK7 act: -0.2; ADAM17 inh: 7; Tn6 DDE FP: -7; ASAP1 inh: -6; MBD2 inh: -4; DDE Tn7 FP inh: 4

What do the screens show for `CCNS(=O)(=O)c1ccc(NC(=O)c2ccccc2SCCOC)cc1`?
UHRF1 MBD2 ctr: 1; ARFGAP1 inh: 4; PLCg1 inh: 2; PLC-beta3 inh: 1; proKLK7 act: -0.2; ADAM17 inh: -5; Tn6 DDE FP: -6; ASAP1 inh: -5; MBD2 inh: 0; DDE Tn7 FP inh: -4

What do the screens show for `Cc1cc(-c2n[nH]c(=S)n2/N=C/c2sccc2C)n[nH]1`?
UHRF1 MBD2 ctr: 2; ARFGAP1 inh: 0; PLCg1 inh: 2; PLC-beta3 inh: -3; proKLK7 act: -0.5; ADAM17 inh: 4; Tn6 DDE FP: 1; ASAP1 inh: 6; MBD2 inh: 2; DDE Tn7 FP inh: 4

What do the screens show for `COc1ccc(C(=O)NCCS(=O)(=O)NCc2cccs2)cc1`?
UHRF1 MBD2 ctr: -1; ARFGAP1 inh: 2; PLCg1 inh: 3; PLC-beta3 inh: -5; proKLK7 act: 0.3; ADAM17 inh: -9; Tn6 DDE FP: 6; ASAP1 inh: -2; MBD2 inh: -4; DDE Tn7 FP inh: 4

How did COc1ccc(S(=O)(=O)Nc2ccc(N3CCOCC3)cc2)cc1Br do in these assays?
UHRF1 MBD2 ctr: 3; ARFGAP1 inh: 9; PLCg1 inh: 2; PLC-beta3 inh: -1; proKLK7 act: 0.3; ADAM17 inh: 1; Tn6 DDE FP: -10; ASAP1 inh: 11; MBD2 inh: 1; DDE Tn7 FP inh: 1

What do the screens show for `Cc1ccc(S(=O)(=O)N2CCCC2CNC(=O)C(=O)Nc2ccc(F)cc2F)cc1` (stereo unspecified)?
UHRF1 MBD2 ctr: 1; ARFGAP1 inh: -6; PLCg1 inh: 1; PLC-beta3 inh: -10; proKLK7 act: -0.3; ADAM17 inh: -2; Tn6 DDE FP: 4; ASAP1 inh: 1; MBD2 inh: 4; DDE Tn7 FP inh: 9

Results for Cc1ccc(NC(=O)CCC(=O)NNS(=O)(=O)c2ccc(Cl)cc2)cc1C ?
UHRF1 MBD2 ctr: 0; ARFGAP1 inh: 0; PLCg1 inh: 0; PLC-beta3 inh: -6; proKLK7 act: -0.2; ADAM17 inh: -4; Tn6 DDE FP: 4; ASAP1 inh: -3; MBD2 inh: -2; DDE Tn7 FP inh: 3

What do the screens show for `COc1ccc(C(=O)N2CCN(c3ccccn3)CC2)cc1[N+](=O)[O-]`?
UHRF1 MBD2 ctr: -2; ARFGAP1 inh: -9; PLCg1 inh: 0; PLC-beta3 inh: -6; proKLK7 act: 0.6; ADAM17 inh: -5; Tn6 DDE FP: -10; ASAP1 inh: -10; MBD2 inh: 3; DDE Tn7 FP inh: -1

Results for O=C1C(Cc2ccccc2)Nc2ncnc(N3CCOCC3)c2N1Cc1ccc(Cl)cc1 (stereo unspecified) ?
UHRF1 MBD2 ctr: -1&4; ARFGAP1 inh: 4&10; PLCg1 inh: -7&0; PLC-beta3 inh: -9&-13; proKLK7 act: 0.4&0.0; ADAM17 inh: -3&1; Tn6 DDE FP: 12&-3; ASAP1 inh: -11&5; MBD2 inh: -1&0; DDE Tn7 FP inh: -4&3

What do the screens show for `CC1(C)CC(=O)C(Sc2ccc(Br)cc2)=C(O)C1`?
UHRF1 MBD2 ctr: -1; ARFGAP1 inh: 3; PLCg1 inh: 0; PLC-beta3 inh: -6; proKLK7 act: -0.1; ADAM17 inh: -4; Tn6 DDE FP: 4; ASAP1 inh: 10; MBD2 inh: 0; DDE Tn7 FP inh: 3

What do the screens show for `O=C1N/C(=N/N=C/c2ccc(O)cc2)SC1Cc1ccccc1` (stereo unspecified)?
UHRF1 MBD2 ctr: -1; ARFGAP1 inh: 11; PLCg1 inh: -8; PLC-beta3 inh: -15; proKLK7 act: -2.2; ADAM17 inh: -1; Tn6 DDE FP: -13; ASAP1 inh: -19; MBD2 inh: -7; DDE Tn7 FP inh: -7

What do the screens show for `N#Cc1cccnc1N1CCC(C(N)=O)CC1`?
UHRF1 MBD2 ctr: 0; ARFGAP1 inh: 0; PLCg1 inh: -83; PLC-beta3 inh: -117; proKLK7 act: 3.6; ADAM17 inh: -112; Tn6 DDE FP: 5; ASAP1 inh: -5; MBD2 inh: -4; DDE Tn7 FP inh: -5

What do the screens show for `CCCCCc1nnc(NC(=O)c2cccc(S(=O)(=O)N3CCOCC3)c2)s1`?
UHRF1 MBD2 ctr: 5; ARFGAP1 inh: 1; PLCg1 inh: -6; PLC-beta3 inh: -14; proKLK7 act: -0.6; ADAM17 inh: 0; Tn6 DDE FP: 2; ASAP1 inh: 15; MBD2 inh: -5; DDE Tn7 FP inh: 0

Results for CC1CCC2(CC1)NC(=O)N(CC(=O)Nc1sc3c(c1C(N)=O)CCC3)C2=O (stereo unspecified) ?
UHRF1 MBD2 ctr: 11; ARFGAP1 inh: -12; PLCg1 inh: -22; PLC-beta3 inh: -40; proKLK7 act: -1.0; ADAM17 inh: -2; Tn6 DDE FP: -7; ASAP1 inh: -4; MBD2 inh: 8; DDE Tn7 FP inh: -5

Results for Cc1sc2ccc3sccc3c2[n+]1C ?
UHRF1 MBD2 ctr: 4; ARFGAP1 inh: -1; PLCg1 inh: 2; PLC-beta3 inh: 3; proKLK7 act: -0.3; ADAM17 inh: -1; Tn6 DDE FP: -1; ASAP1 inh: 8; MBD2 inh: 1; DDE Tn7 FP inh: -4

What do the screens show for `Cc1ccc(Nc2ncnc3sc(C)c(C)c23)cc1`?
UHRF1 MBD2 ctr: 4; ARFGAP1 inh: 3; PLCg1 inh: -5; PLC-beta3 inh: -9; proKLK7 act: 0.3; ADAM17 inh: -4; Tn6 DDE FP: -8; ASAP1 inh: 0; MBD2 inh: 3; DDE Tn7 FP inh: 6

How did Cc1cc(/C=C2/C(=O)NN(c3ccccc3)C2=O)c(C)n1-c1ccc(O)cc1 do in these assays?
UHRF1 MBD2 ctr: -2; ARFGAP1 inh: 15; PLCg1 inh: 1; PLC-beta3 inh: 1; proKLK7 act: -0.1; ADAM17 inh: 4; Tn6 DDE FP: -1; ASAP1 inh: 14; MBD2 inh: -1; DDE Tn7 FP inh: 1

How did O=C(O)/C=C/C(=O)OC1CC2CCC1C2 (stereo unspecified) do in these assays?
UHRF1 MBD2 ctr: -1; ARFGAP1 inh: 4; PLCg1 inh: 0; PLC-beta3 inh: -7; proKLK7 act: 0.0; ADAM17 inh: -5; Tn6 DDE FP: 4; ASAP1 inh: -21; MBD2 inh: 1; DDE Tn7 FP inh: 9

Results for COC(=O)CN1C(=O)N/C(=C/c2cc(OC)c(OC)cc2C)C1=O ?
UHRF1 MBD2 ctr: 1; ARFGAP1 inh: 2; PLCg1 inh: -1; PLC-beta3 inh: -4; proKLK7 act: -0.8; ADAM17 inh: -7; Tn6 DDE FP: 1; ASAP1 inh: 4; MBD2 inh: -1; DDE Tn7 FP inh: -7

How did CCN(CC)CCN1C(=O)C(=O)/C(=C(/O)c2cnn(-c3ccccc3)c2C)C1c1ccc(C)o1 (stereo unspecified) do in these assays?
UHRF1 MBD2 ctr: -4; ARFGAP1 inh: 20; PLCg1 inh: -3; PLC-beta3 inh: -7; proKLK7 act: -0.3; ADAM17 inh: -1; Tn6 DDE FP: -7; ASAP1 inh: -7; MBD2 inh: 0; DDE Tn7 FP inh: -3

How did CN(CC(=O)Nc1ccc(Cl)c(C(F)(F)F)c1)C(=O)Cc1ccsc1 do in these assays?
UHRF1 MBD2 ctr: -1; ARFGAP1 inh: -1; PLCg1 inh: 1; PLC-beta3 inh: 1; proKLK7 act: 0.4; ADAM17 inh: 2; Tn6 DDE FP: 2; ASAP1 inh: 1; MBD2 inh: -5; DDE Tn7 FP inh: 0

Results for COc1ccc(C)cc1NC(=O)CCNS(=O)(=O)c1cccc2nonc12 ?
UHRF1 MBD2 ctr: -2; ARFGAP1 inh: 9; PLCg1 inh: 0; PLC-beta3 inh: -1; proKLK7 act: -0.3; ADAM17 inh: 1; Tn6 DDE FP: 1; ASAP1 inh: 1; MBD2 inh: -4; DDE Tn7 FP inh: -2

What do the screens show for `COc1ccc(C(C(=O)NC2CCCC2)N(C(=O)c2ccco2)c2ccccc2OC)cc1` (stereo unspecified)?
UHRF1 MBD2 ctr: -1; ARFGAP1 inh: -1; PLCg1 inh: -9; PLC-beta3 inh: 1; proKLK7 act: -1.0; ADAM17 inh: -2; Tn6 DDE FP: -1; ASAP1 inh: 7; MBD2 inh: -4; DDE Tn7 FP inh: 3

What do the screens show for `Cc1ccc(Cn2nc(C)c(NC(=O)C3CC3)c2C)cc1`?
UHRF1 MBD2 ctr: 5; ARFGAP1 inh: -2; PLCg1 inh: 4; PLC-beta3 inh: 5; proKLK7 act: -0.3; ADAM17 inh: 0; Tn6 DDE FP: -13; ASAP1 inh: -3; MBD2 inh: -1; DDE Tn7 FP inh: 2
